FBW7 activator – human FBW7 E3 ligase activation, primary screen; Q969H0; AlphaScreen FBW7–phospho-cyclin E peptide binding, activator screen; normalized activity (activation), % at 26.1 µM; 650,000 tested, 0.13% active; AID 1259310; in the data active = normalized activity above about 1.9%;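 also: purified mutant Fbw7 with reduced substrate affinity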
Target sequence (Q969H0 whole entry, looked up): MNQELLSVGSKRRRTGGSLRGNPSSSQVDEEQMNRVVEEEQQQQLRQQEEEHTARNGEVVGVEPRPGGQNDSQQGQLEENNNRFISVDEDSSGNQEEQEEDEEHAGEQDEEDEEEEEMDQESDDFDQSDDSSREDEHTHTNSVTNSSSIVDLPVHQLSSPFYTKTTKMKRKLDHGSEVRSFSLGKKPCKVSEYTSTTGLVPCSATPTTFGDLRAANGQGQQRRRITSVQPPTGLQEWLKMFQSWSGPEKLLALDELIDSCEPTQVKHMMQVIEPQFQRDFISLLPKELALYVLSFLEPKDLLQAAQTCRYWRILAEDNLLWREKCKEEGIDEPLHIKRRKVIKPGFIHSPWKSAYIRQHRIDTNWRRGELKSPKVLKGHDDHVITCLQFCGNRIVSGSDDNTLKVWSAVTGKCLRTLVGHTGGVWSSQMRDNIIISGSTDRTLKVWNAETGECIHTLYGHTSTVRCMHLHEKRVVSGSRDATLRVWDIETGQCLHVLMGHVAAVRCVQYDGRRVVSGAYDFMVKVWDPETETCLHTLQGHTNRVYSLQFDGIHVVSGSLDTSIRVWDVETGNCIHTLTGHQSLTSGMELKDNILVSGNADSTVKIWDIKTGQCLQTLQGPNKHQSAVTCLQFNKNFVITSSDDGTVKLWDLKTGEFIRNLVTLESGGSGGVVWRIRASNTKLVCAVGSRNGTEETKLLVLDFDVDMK
GPR151 activ – activators of human GPR151; PathHunter beta-arrestin GPR151 cells, luminescence; activation, % at 11.2 µM; 650,000 tested, 1% active; AID 1508602; in the data active = activation above about 4.9%;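 also: 0% = median of compound wells and 100% = cells with positive control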
Target sequence (Q8TDV0 whole entry, looked up): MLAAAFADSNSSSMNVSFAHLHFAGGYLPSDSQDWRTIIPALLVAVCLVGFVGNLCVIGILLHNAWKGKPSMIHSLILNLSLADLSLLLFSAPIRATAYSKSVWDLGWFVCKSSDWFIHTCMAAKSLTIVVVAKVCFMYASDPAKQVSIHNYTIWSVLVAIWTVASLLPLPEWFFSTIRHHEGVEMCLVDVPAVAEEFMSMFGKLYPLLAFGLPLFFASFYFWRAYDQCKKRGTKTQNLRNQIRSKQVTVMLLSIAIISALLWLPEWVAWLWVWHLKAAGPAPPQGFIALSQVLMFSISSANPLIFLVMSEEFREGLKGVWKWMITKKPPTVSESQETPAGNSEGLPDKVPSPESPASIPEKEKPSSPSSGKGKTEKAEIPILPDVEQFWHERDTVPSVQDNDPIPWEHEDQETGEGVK
MITF primary – blocks human microphthalmia-associated transcription factor; AID 1259374; 650,000 tested, 0.91% active; inhibition, % at 2.6 µM; AlphaScreen MITF homodimerization, bead proximity signal; O75030; in the data active = inhibition above about 50%;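 also: 0% = vehicle wells with protein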
TEAD-YAP block – TEAD-YAP interaction inhibition | AID 1259422 | HEK-TIYL cells, TEAD-Gal4/YAP UAS-luciferase luminescence | inhibition, % at 9.12 µM | 640,000 tested, 1.4% active; in the data active = inhibition above about 32%;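 also: 0% = median of test compound wells and 100% = reference inhibitor wells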
An asterisk follows results filed as active; . = not tested or not shown; & = joins results of further samples.

cpd	Molecule	FBW7 activator	GPR151 activ	MITF primary	TEAD-YAP block
1	Cc1nnc(SCC(=O)Oc2cccnc2)[nH]c1=O	0.0	0.7	1.0	1.0
2	CC1CCc2c(sc3ncn4c(=O)n(CC(N)=O)nc4c23)C1 (stereo not drawn)	0.6	-1.2	14.9	-16.2
3	Cc1cc2ccccc2c(=O)n1CC(=O)N1CCN(c2ncccn2)CC1	0.6	-0.1	11.8	8.5
4	COc1ccc(OCc2nn3c(-c4ccc(F)cc4)nnc3s2)cc1	0.0	-0.4	-2.8	1.8
5	CC(C)n1c(NCCN2CCOCC2)nc2c(NCCOc3ccccc3)ncnc21	-0.1	0.1	-0.4	-45.5
6	CCc1ccc(NC(=O)CCCOc2ccc(Cl)cc2Cl)cc1	0.0	-1.2	0.1	0.7
7	COc1ccc(/C=C2\SC(=S)N(c3c(C)n(C)n(-c4ccccc4)c3=O)C2=O)cc1	0.1	0.4	17.0	17.7
8	CC1(C)CC(=O)C/C(=N\NC(=O)c2ccccc2I)C1	-0.1	-0.7	-0.6	-12.9
9	CCC(C)OC(=O)C1=C(C)NC2=C(C(=O)CC(c3ccccc3)C2)C1c1cccc(OC)c1OC (stereo not drawn)	0.8	1.1	7.0	13.4
10	COc1ccc(C2=NN(c3nc(-c4ccccc4)c4cc(C)ccc4n3)C(c3ccc(Br)cc3)C2)cc1 (stereo not drawn)	0.6	-1.1	5.3	2.4
11	CCCCC(=O)Nc1ccnc(-c2cccnc2)n1	-0.1	0.8	-6.8	-4.9
12	COc1cc(OC)c(NC(=O)c2ccc(N3CC4CC(C3)c3cccc(=O)n3C4)c(NC(=O)c3cccs3)c2)cc1Cl (stereo not drawn)	-0.1	0.0	-6.3	2.5
13	CC(C)(C)C1CC(C(=O)Oc2ccc(I)cc2)CC(C(C)(C)C)C1 (stereo not drawn)	0.0	0.9	5.3	-0.2
14	COc1ccc(C(C)(C)C)cc1NC(=O)COC(=O)c1cc2cccc(OC)c2oc1=O	0.0	-0.2	3.9	-48.2
15	COc1ccc(C2CC(=O)N3CN(c4ccccc4OC)CSC3=C2C#N)c(OC)c1 (stereo not drawn)	0.1	1.3	10.9	4.4
16	Fc1ccc(/C=N/Nc2nnnn2-c2cccc3ccccc23)cc1	-0.1	0.6	1.9	13.9
17	CCCNC(=O)CN(C)S(=O)(=O)c1ccc(Br)cc1	-0.1	-1.3	-9.1	-2.1
18	N#C/C(=C\c1ccco1)c1nc(-c2ccc([N+](=O)[O-])cc2)cs1	0.2	-0.4	12.7	10.8
19	Cc1ccc(C(C)C)c(OCC(=O)N2CCCCC2)c1	0.0	0.0	1.6	4.0
20	CCOC(=O)c1c(N)n(-c2cc(F)ccc2F)c2nc3ccccc3nc12	0.0	0.5	-4.0	10.3
21	O=C(CCSCc1ccccc1F)NCc1ccccc1	0.1	0.3	4.2	2.9
22	Cc1ccc(Cl)cc1N/C=C/C(=O)c1ccco1	-0.4	-0.1	-11.4	-7.6
23	CN1C(=O)C(=Cc2ccc(-c3ccc(F)cc3)o2)C(=O)N(C)C1=S	-0.1	-0.2	3.9	4.9
24	COC(=O)C1=C(C)NC2=C(C(=O)c3ccccc32)C1c1ccccc1 (stereo not drawn)	-0.1	-0.5	23.4	4.9
25	O=C(CNC(=O)Cn1cnc2ccccc2c1=O)NCc1ccco1	-0.1	1.8	7.3	7.1

A different layout for 3 compounds above:
18. N#C/C(=C\c1ccco1)c1nc(-c2ccc([N+](=O)[O-])cc2)cs1
  FBW7 activator: 0.2	GPR151 activ: -0.4	MITF primary: 12.7	TEAD-YAP block: 10.8
19. Cc1ccc(C(C)C)c(OCC(=O)N2CCCCC2)c1
  FBW7 activator: 0.0	GPR151 activ: 0.0	MITF primary: 1.6	TEAD-YAP block: 4.0
20. CCOC(=O)c1c(N)n(-c2cc(F)ccc2F)c2nc3ccccc3nc12
  FBW7 activator: 0.0	GPR151 activ: 0.5	MITF primary: -4.0	TEAD-YAP block: 10.3

(next part)
cpd	Molecule	FBW7 activator	GPR151 activ	MITF primary	TEAD-YAP block
26	COc1ccccc1NC(=O)CCC(=O)c1ccc(C)cc1	0.0	-0.9	3.5	-2.9
27	Cc1nn(C)c(C)c1-c1cc(NCCc2ccc(O)cc2)nc(N)n1	-0.1	2.6	10.0	37.0*
28	S=c1[nH]nc(-c2ccco2)n1-c1ccccc1	0.5&-0.1	1.6&-1.2	-4.8&-4.2	-6.1&-1.6
29	COc1ccc2c(c1OC)C(=O)OC2c1cc([N+](=O)[O-])ccc1O (stereo not drawn)	0.0	0.4	6.2	5.6
30	Cc1c(OC(C)C(=O)O)ccc2c3c(c(=O)oc12)CCCC3 (stereo not drawn)	-0.1	-0.2	-1.7	-1.3
31	CCOc1ccc(C(=O)C2CCN(CC(=O)Nc3ccc(Br)cc3)CC2)cc1	0.0	-0.3	49.1	-2.4
32	C[C@@H](c1ccccc1)N1C(=O)[C@H]2[C@H]3[C@H](O)[C@H](O)C/C(=N\OCc4ccccc4)[C@@H]3CC[C@H]2C1=O	-0.1	0.8	-11.0	.
33	CCC1CCCCN1S(=O)(=O)c1c(C(C)C)cc(C(C)C)cc1C(C)C (stereo not drawn)	-0.1	-1.0	6.1	-2.3
34	CC(NC(=O)C1CCC(Cn2c(=S)[nH]c3ccsc3c2=O)CC1)c1ccccc1 (stereo not drawn)	0.1	1.6	4.3	8.0
35	CS(=O)(=O)c1cnc2ncnn2c1C1CCCN(C(=O)c2n[nH]c3c2CCCC3)C1 (stereo not drawn)	-0.1	0.0	9.2	2.4
36	COc1ccc(OC)c(-c2nnc(-c3ccc(C)o3)o2)c1	0.4	-0.2	2.3	-13.7
37	Cn1cc(CC(=O)NCCCN2CCOCC2)c2ccccc21	0.0	0.3	-0.7	2.9
38	CCOCCCNC(=O)c1ccc(/C=C2\Oc3ccccc3N(C)C2=O)cc1	0.2	0.2	6.6	-3.9
39	Cc1csc(NC(=O)c2cc(F)c(F)c(F)c2F)n1	0.2	-2.5	-11.6	-6.9
40	Cc1nc(C)c(C(=O)Nc2ccccc2-c2ccccc2)o1	0.0	-0.6	11.8	-7.9
41	CS(=O)(=O)N1CCN(c2ccccc2)CC1	-0.1	0.8	9.5	-4.9
42	COc1cc(/C=N/n2cnnc2-n2nc(C)cc2C)ccc1O	0.1	-0.9	5.6	5.0
43	Cc1cc2nc(Cc3sccc3C)c(=O)[nH]c2cc1C	0.0	-0.1	5.3	1.0
44	NC(=O)c1ccc2nc(NCc3ccc4c(c3)OCO4)sc2c1	-0.1	-1.4	-2.0	-3.5
45	O=C1/C(=C\c2ccccc2)N=C(c2ccccc2)N1c1cccc(Cl)c1	0.1	-0.5	2.0	-1.5
46	Cc1noc(C)c1COC(=O)c1cccc([N+](=O)[O-])c1C	0.6	-1.1	7.7	-1.2
47	COc1ccc(OC)c(NC(=O)c2sc3nc(C)nc(N4CCC(C)CC4)c3c2C)c1	0.0	0.2	9.8	8.7
48	COc1cccc(CN2CCN(C3C4CC5CC(C4)CC3C5)CC2CCO)c1 (stereo not drawn)	0.0	0.0	7.4	5.6
49	CCOc1cc(/C=N/NC(=O)C(=O)NC2CCCCC2)cc(Br)c1O	0.7	-0.7	19.6	-13.2
50	COCCCN1C(=O)CC(CC(=O)NCC2CC23CCCCC3)(c2ccccc2)C1=O (stereo not drawn)	0.6	0.5	5.6	-40.8
51	O=C(NCc1ccc(Cl)cc1)C1CCN(C(=O)c2n[nH]c3ccccc23)CC1	0.0	-0.3	-4.6	-2.9
52	COc1ccc(OCC(O)Cn2nc(C)cc2C)cc1 (stereo not drawn)	-0.2	3.1	6.5	0.3
53	O=C(Cn1c(=O)oc2cc(S(=O)(=O)N3CCCC3)ccc21)NCc1ccccn1	-0.5	0.4	5.2	0.7
54	N#Cc1cc(N/N=C/c2ccccc2)c([N+](=O)[O-])cc1C#N	0.0	0.4	5.1	13.2
55	CC(C)(C)C(=O)OC1OCCOC1NC(=S)N1CCCC1 (stereo not drawn)	-0.1	1.2	-3.3	2.8
56	O=C(CN1CCOCC1)NCC1(c2ccccc2)CCCC1	-0.2	-1.0	2.9	4.7
57	O=C(Nc1nc2c(s1)C(=O)CC(C(=O)N1CCc3ccccc3C1)C2)c1ccoc1 (stereo not drawn)	0.0	-0.1	-9.2	9.9
58	O=C(c1cc2cc(Br)ccc2oc1=O)N1CCN(c2ccccc2)CC1	0.0	-0.3	-0.7	3.8
59	COc1ccccc1N(CC(=O)N1CCN(C)CC1)S(=O)(=O)c1ccc(C)cc1	0.1	0.6	14.8	-1.9
60	O=C1NCCN(C/C=C/c2ccccc2)C1CC(=O)N1CCN(c2cnccn2)CC1 (stereo not drawn)	0.6	-1.3	13.2	2.0
61	FC(F)(F)c1cccc(CNc2nc(Nc3nccc4ccccc34)nc3c2ncn3C2CCCCC2)c1	-0.1	-1.6	-5.9	-11.1
62	CCOc1ccccc1NC(=O)CCN1CCN(S(=O)(=O)c2ccc(OC)cc2)CC1	0.6	-2.7	1.9	7.6
63	COc1ccc(CCNc2nc(N3CCC(N4CCOCC4)CC3)nc3c2ncn3-c2ccsc2)cc1	-0.5	-0.4	-0.1	5.8
64	Clc1c(Cl)c(C2=NOC(c3ccccc3)C2)c(Cl)c(C2=NOC(c3ccccc3)C2)c1Cl (stereo not drawn)	-0.1	0.1	-1.4	0.4
65	COC(=O)c1ccc(COC(=O)c2ccco2)cc1	0.0	-0.9	-1.9	7.3
66	Cc1cccc(CNC2CCN(c3ccc(C(=O)N4CCCC(O)C4)cc3)CC2)n1 (stereo not drawn)	-0.1	6.7*	6.4	-8.3
67	CCOC(=O)c1[nH]ncc1CN1CCCC(C(=O)c2cccc(OC)c2)C1 (stereo not drawn)	-0.2	-2.7	-4.2	-13.0
68	CCc1ccc(NC(=O)C(=O)NCC2CCCN2S(=O)(=O)c2cccs2)cc1 (stereo not drawn)	0.4	-0.3	-2.6	-5.6
69	CC(=O)c1c(C)[nH]c(C(=O)NCc2ccc(Cl)cc2)c1C	-0.2	0.5	14.3	0.4
70	c1ccc(Nc2nc3nonc3nc2Nc2ccccc2)cc1	-0.5	0.4	14.2	36.0*
71	O=C1CCN(C(=O)c2ccccc2)c2ccccc2N1	0.0	0.0	3.2	4.5
72	Cc1ccc(CNS(=O)(=O)c2ccc(F)c(C(=O)Nc3c(C)cccc3C)c2)cc1	0.1	-0.6	16.3	6.4
73	CCOc1ccc(S(=O)(=O)N(CC(=O)NC2CC2)c2ccccc2)cc1	0.0	-0.3	0.8	0.1
74	COC(=O)c1ccc(NC(=O)c2ccc(I)cc2)cc1	-0.2	-0.8	0.5	1.9
75	COc1cc(OC)cc(C(=O)N(Cc2cc3ccc(C)cc3n3nnnc23)C2CCCC2)c1	0.3	0.2	-13.9	13.9

Other entries
cpd	Molecule	FBW7 activator	GPR151 activ	MITF primary	TEAD-YAP block
76	O=C1CC(c2ccccc2)CC(O)=C1C=Nc1ccccc1Br (stereo not drawn)	-0.1	2.9	-10.7	-15.3
77	CC(=O)Nc1ccc(NC(=O)[C@@H](NC(=O)c2ccc(F)cc2)C(C)C)cc1	-0.1	0.5	-8.9	-18.8
78	COc1ccc2c(c1)c(CC(=O)NCCOc1c(C)cccc1C)c(C)n2C(=O)c1ccc(Cl)cc1	-0.1	1.0	-8.0	-2.8
79	O=C(CCC1(Cc2ccc(Cl)cc2)CCC(=O)N1)NCCc1ccc(F)cc1 (stereo not drawn)	0.1	0.5	1.8	11.3
80	COc1cc(OC)cc(-n2nc(C(=O)N3CCN(c4ccccc4)CC3)c3ccccc3c2=O)c1	0.4	-1.3	7.7	2.0
81	Cc1ccc2c(c1)C1CN(C)CCC1N2C(=O)CN1c2cccc3cccc(c23)S1(=O)=O (stereo not drawn)	0.1	2.8	4.2	0.0
82	CCC(=O)NC(=S)Nc1ccc(Cl)cc1	0.3	0.0	7.1	-9.6
83	Cc1[nH]c2ccccc2c1C(=O)C(=O)NC1CCCCC1C (stereo not drawn)	1.3	-1.6	9.8	-19.3
84	Cc1ccc2[nH]c(=O)c(CN(Cc3cccnc3)Cc3nnnn3C3CCCC3)cc2c1	-0.1	2.0	5.6	-14.5
85	Cc1ccc(NC(=O)c2cc(S(=O)(=O)N3CCOCC3)ccc2F)cc1F	0.0	0.2	9.8	-8.7
86	CC(C)=CC(=O)N1CCC2(CC1)CC2C(=O)NCCCc1ccncc1 (stereo not drawn)	0.0	0.2	0.1	2.8
87	COc1cccc(N2CC(C(=O)NCCc3ccsc3)CC2=O)c1 (stereo not drawn)	-0.1	5.5*	1.4	7.1
88	O=C(Nc1ccc(C(=O)O)cc1)/C(=C\c1ccco1)NC(=O)c1ccccc1	-0.1	-0.8	14.0	-3.5
89	CCN(CC)CCOC(=O)NCc1c(C)cc(C)cc1C	0.3	0.2	15.7	10.0
90	CC(NC(=O)C1CC1)C(c1cccs1)N1CCN(Cc2ccccc2)CC1 (stereo not drawn)	-0.1	1.2	-7.2	9.5
91	CN(C)c1ccc(/C=C(/S)C(=O)O)cc1	-0.1	-0.3	-3.8	-2.8
92	Cc1sc2nc(CSc3ncn[nH]3)[nH]c(=O)c2c1C	0.2	-2.0	17.6	-5.2
93	CCC(c1nnnn1C1CCCC1)N1CCN(Cc2ccc3c(c2)OCO3)CC1 (stereo not drawn)	0.3	0.4	9.8	-3.1
94	COc1ccc(C2N(c3ccccn3)C(=O)C3CCCN32)c(OC)c1 (stereo not drawn)	-0.1	4.5	-2.8	0.1
95	C=CCn1c(COc2ccccc2-c2ccccc2)nnc1SCCN	-0.2	1.4	17.9	-2.2
96	CC(=O)c1ccc(OCC(O)CN2CCN(c3ccc(F)cc3)CC2)cc1 (stereo not drawn)	0.3	-0.9	25.0	-3.5
97	CC(C)(C)c1ccc(C(=O)On2c(-c3ccc(C(C)(C)C)cc3)nc3ccccc3c2=O)cc1	-0.7	-0.5	-4.1	37.9*

Screening data from PubChem.
